From PubChem BioAssay
SIAE inh = inhibitors of human sialic acid acetylesterase SIAE; SIAE FP-Rh probe binding, fluorescence polarization; inhibition, % at 9.66 µM; actives 0.69% (n = 370,000); AID 1053197;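 active = inhibition above a cutoff: mean of compounds within the control limits plus 3 SD of those, cut at about 17% in these data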;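 also: 0% = plate median of compound wells and 100% = probe without SIAE protein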
Target sequence (Q9HAT2 whole entry, looked up): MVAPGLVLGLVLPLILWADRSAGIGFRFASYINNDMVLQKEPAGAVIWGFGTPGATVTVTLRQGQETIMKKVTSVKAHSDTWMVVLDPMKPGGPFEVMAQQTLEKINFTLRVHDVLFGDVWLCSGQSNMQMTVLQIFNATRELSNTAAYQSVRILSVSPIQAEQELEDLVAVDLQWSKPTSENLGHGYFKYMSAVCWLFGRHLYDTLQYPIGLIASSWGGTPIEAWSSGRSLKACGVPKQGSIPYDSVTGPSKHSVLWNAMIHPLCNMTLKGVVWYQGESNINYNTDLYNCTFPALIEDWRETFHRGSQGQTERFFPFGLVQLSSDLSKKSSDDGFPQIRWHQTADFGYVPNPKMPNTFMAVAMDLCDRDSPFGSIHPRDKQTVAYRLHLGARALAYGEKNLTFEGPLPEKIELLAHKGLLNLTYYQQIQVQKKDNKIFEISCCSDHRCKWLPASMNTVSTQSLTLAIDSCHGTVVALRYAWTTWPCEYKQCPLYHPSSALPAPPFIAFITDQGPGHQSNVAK
rCAG binder = r(CAG) repeat RNA binding | actives 1.3% (n = 370,000) | inhibition, % at 3 µM | AID 651821 | TO-PRO-1 dye displacement fluorescence;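 active = inhibition above the plate cutoff, the mean of all test compounds on that plate plus 3 SD, cut at about 35% in these data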;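 also: 0% = DMSO alone and 100% = 100 µM mitoxantrone as full dye displacement; higher means more dye released from RNA so lower well fluorescence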
PRMT1 inh = PRMT1 (human) inhibition, primary screen | Q99873 | recombinant PRMT1, activity-based probe fluorescence polarization | inhibition, % at 2.79 µM | actives 1.3% (n = 370,000) | AID 652257;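 active = inhibition above about 21% made by adding two undisclosed values, limit read from the data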
mABHD4 FP = inhibits mouse alpha/beta hydrolase domain 4. Q8VD66. purified mABHD4, FP-Rh probe fluorescence polarization. inhibition, % at 8.92 µM. actives 0.54% (n = 370,000);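 active = inhibition exceeding the mean over every tested compound plus 3 SD, cut at about 30% in these data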;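 also: 0% = plate median of compound wells and 100% = S159A mutant with DMSO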
Target sequence (Q8VD66 whole entry, looked up, the tested form may be a part): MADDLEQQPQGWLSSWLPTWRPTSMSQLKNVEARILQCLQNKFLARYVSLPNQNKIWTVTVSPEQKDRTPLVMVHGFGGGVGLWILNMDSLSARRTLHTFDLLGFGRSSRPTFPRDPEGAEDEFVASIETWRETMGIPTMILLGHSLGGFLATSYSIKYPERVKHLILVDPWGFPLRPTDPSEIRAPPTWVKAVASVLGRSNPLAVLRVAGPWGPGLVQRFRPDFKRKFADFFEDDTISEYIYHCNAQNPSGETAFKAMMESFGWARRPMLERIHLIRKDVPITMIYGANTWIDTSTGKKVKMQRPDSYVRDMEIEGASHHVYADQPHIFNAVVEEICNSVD
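Assay system: Wild-type mouse ABHD4 protein | Medium: HEPES pH 7.0 buffer, 150 mM NaCl, 0.01% Pluronic F-127 | Incubation: Enzyme–compound pre-incubation 45 min, then probe 60 min, both 25 °C | Technique: Fluorescence polarization with parallel and perpendicular emission, 525/598 nm | Evaluation: % inhibition of FP-Rh probe binding versus controls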
HTRA1 inh = HTRA1 (human) protease inhibition; inhibition, % at 5.96 µM; actives 0.5% (n = 340,000); Q92743; recombinant HTRA1, FP-rhodamine activity-based probe, fluorescence polarization; in the data active = inhibition above about 36%;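 also: 0% = enzyme with DMSO and 100% = wells lacking enzyme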
TCR CD3 inh = inhibitors of human TCR-CD3 interaction; actives 0.37% (n = 360,000); AID 651800; inhibition, % at 9.4 µM; TAMRA-labeled TCR probe fluorescence, biochemical; in the data active = inhibition above about 19%;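 also: recombinant mutant TCR 2C K166C tagged with TAMRA read by polarization; 0% = receptor in buffer alone and 100% = receptor with positive control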
Rev-erbA mod = modulators of human Rev-erb alpha DNA binding; activity, % at 10 µM; actives 0.79% (n = 370,000); Rev-erbα–FITC-DNA binding, fluorescence polarization, 90 min; P20393; AID 1259318;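 active = activity above about 14%, limit read from the data; passing the limit was not always enough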;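 also: 0% = DMSO wells with 35 nM protein and 100% = DMSO wells with 750 nM protein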
PG9 binder = binds the HIV-1 gp120 antibody PG9. TR-FRET gp120-PG9 antibody binding. actives 0.43% (n = 360,000). AID 624416. inhibition, % at 6.7 µM; in the data active = inhibition above about 8.5%
LEDGF integ inh = blocks HIV-1 LEDGF/p75-dependent DNA integration; TR-FRET IN-LEDGF/p75 DNA integration, Eu/Cy5; inhibition, % at 3.7 µM; actives 0.64% (n = 370,000); AID 743269;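 active = inhibition above the screen-wide mean plus 3 SD, cut at about 13% in these data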;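 also: signal is the Cy5 over europium emission ratio at 671 and 618 nm; 0% = plate median of compound wells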
TDP2 absorb = blocks human TDP2 phosphodiesterase activity; O95551; actives 0.34% (n = 370,000); AID 720702; recombinant TDP2, T5PNP hydrolysis, p-nitrophenol absorbance 415 nm; inhibition, % at 12.8 µM;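 active = inhibition above the mean of all tested compounds plus 3 SD, set per campaign, cut at about 25% in these data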;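 also: 0% = DMSO with enzyme and 100% = buffer with substrate but no TDP2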
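Incubation: 2 h at 37 °C; Test system: recombinant human TDP2; Quantity: enzyme 120 nM; Read-out basis: percent inhibition; Medium: 50 mM Tris-HCl pH 7.5 with Mg2+, KCl, DTT, BSA; Repeats: single replicate; Compound: 12.8 µM single point, 1% DMSO; Signal: epi absorbance; Reagent: 5 mM T5PNP chromogenic substrate; Benchmarks: no-enzyme high, DMSO-plus-enzyme low.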
* hit, by the source's call; . = not tested or not shown.

SMILES	SIAE inh	rCAG binder	PRMT1 inh	mABHD4 FP	HTRA1 inh	TCR CD3 inh	Rev-erbA mod	PG9 binder	LEDGF integ inh	TDP2 absorb
Cc1cc(C([O-])=C(C(=S)Nc2ccccc2)[n+]2ccccc2)c(C)n1-c1ccccc1	0	12	17	9	11	-9	0	0.1	-2	1
COc1cccc(CNC(=O)CCC2CCCN(C(=O)c3csc(C(C)C)n3)C2)c1 (stereo unspecified)	-2	-6	-13	-7	2	-4	2	-4.3	1	-21
COc1cc(N=C2C(=O)N3CCCc4cccc2c43)cc(OC)c1	0	2	0	13	-2	10	6	-1.1	-2	7
COc1ccc(CC(=O)OCC(=O)NCc2ccco2)cc1	-5	4	5	2	0	-5	-3	1.3	-5	5
CN(C)c1ccc(C(c2nnnn2C(C)(C)C)N2CCN(C(=O)c3ccco3)CC2)cc1 (stereo unspecified)	1	-9	0	4	-2	-2	-5	1.1	2	12
COC(=O)c1ccc(/C=N/NC(=S)NCCN2CCOCC2)cc1	9	-3	0	1	0	-3	4	-1.3	3	11
CCOC(=O)CSC1=C(C#N)C(c2ccc3c(c2)OCO3)CC(=O)N1 (stereo unspecified)	-4	1	-1	-3	-2	3	-2	-1.4	3	-4
CC(C)N(C(=O)CSc1nnc(NC(=O)Cc2cccs2)s1)C(C)C	3	-2	-4	-5	-2	8	4	-1.0	6	7
CC(Sc1nc(C(C)(C)C)cc(-c2ccccc2)c1C#N)C(=O)Nc1ccccc1 (stereo unspecified)	-16	4	2	27	-8	3	0	-0.8	3	-1
O=C1C2C3CCC(O3)C2C(=O)N1c1nccs1 (stereo unspecified)	1	0	-6	1	3	3	5	-2.1	2	-5
O=S(=O)(c1ccc(-c2ccccc2)cc1)N1CCCCC1	2	0	-2	2	-10	-5	-2	-0.2	2	5
N/C(=N\OC(=O)c1cccc(Br)c1)c1ccc(Br)cc1	-7	2	-3	2	-9	3	3	1.3	1	-10
CC(=O)c1c(C)[nH]c(C(=O)OCCCCN2C(=O)c3ccccc3C2=O)c1C	7	-6	1	-8	0	8	-6	-0.4	0	-1
CCN(C(=O)CN1C(=O)NC(c2ccccc2)(c2ccc(C)c(C)c2)C1=O)C1CCS(=O)(=O)C1 (stereo unspecified)	-3	6	2	3	2	-8	2	2.2	-1	0
O=c1cc(CN2CCC(Cc3ccccc3)CC2)nc2sccn12	7	-5	-3	-4	5	11	2	-2.3	1	-4
Cc1cccc(NS(=O)(=O)c2ccc([N+](=O)[O-])cc2)n1	0	-1	-2	-13	3	-1	3	-2.5	-3	14
COc1ccc(N(CC(=O)NC2CCCCCCC2)S(=O)(=O)c2c(C)nn(C)c2C)cc1	-3	-1	2	5	1	-1	2	-1.6	-3	10
Cc1csc(N(C(=O)c2ccccc2F)c2ccccc2)n1	3	-3	5	-1	-1	2	3	-0.8	1	2
COc1ccc([C@H]2CC(=O)C=C(c3ccc4c(c3)OCO4)C2)cc1OC	0	9	1	-2	-1	-4	1	2.4	1	-5
Cc1ccc(C(=O)Cn2c(C(=O)O)cc3ccccc32)cc1	-5	11	-3	2	-4	5	2	-0.2	0	-9
O=C(CSc1ncccn1)NN=C1CCCCCC1	-7	4	-1	1	1	4	-7	-0.1	-4	-6
CCOC(=O)NC(=O)CSc1nnc(C)s1	-1	-1	0	0	2	3	3	-1.1	-2	3
Cc1ccc(CN2CCN(/N=C/c3sccc3C)CC2)c(C)c1	7	-8	-4	-1	2	11	-1	-1.0	-2	2
O=C(NC1CCN(Cc2ccccc2)CC1)c1ccccc1NS(=O)(=O)c1ccc(F)c(F)c1	1	36*	-1	2	5	4	-5	1.2	0	-10
Cn1c(SCCc2ccc([N+](=O)[O-])cc2)nccc1=O	-2	-1	-1	4	0	3	-4	0.4	60*	2
CC1CCc2c(sc(NC(=O)c3ccc(Cn4cc(Br)cn4)o3)c2C(N)=O)C1 (stereo unspecified)	-10	6	8	-15	-21	-3	3	1.2	-4	-9
CSc1nnc(SCc2nc3sc(C(=O)O)c(C)c3c(=O)[nH]2)s1	-56	14	0	5	-8	-2	-2	-1.4	12	18
CCC(=O)N1CCN(c2ccc(NC(=O)c3ccc(C#N)cc3F)cc2Cl)CC1	-1	0	2	4	1	-8	2	0.6	-5	-8
COc1ccc(NC(=O)CSCC(=O)N2CCN(C(=O)c3ccco3)CC2)cc1	0	4	4	0	4	-3	2	0.4	-2	1
COc1ccc(-c2csc(N(CCCN3CCOCC3)C(=O)CCl)n2)cc1	10	2	1	4	2	6	2	1.3	1	15

Only TDP2 absorb and SIAE inh, for some of the entries so far:
| smiles | TDP2 absorb | SIAE inh |
| --- | --- | --- |
| O=C(CSc1ncccn1)NN=C1CCCCCC1 | -6 | -7 |
| CCOC(=O)NC(=O)CSc1nnc(C)s1 | 3 | -1 |
| Cc1ccc(CN2CCN(/N=C/c3sccc3C)CC2)c(C)c1 | 2 | 7 |

The results go on.
SMILES	SIAE inh	rCAG binder	PRMT1 inh	mABHD4 FP	HTRA1 inh	TCR CD3 inh	Rev-erbA mod	PG9 binder	LEDGF integ inh	TDP2 absorb
Cc1c(C#N)c2ccccc2n1CC(=O)N1CCc2ccccc2C1	-2	3	-1	-5	-3	-1	-4	-1.7	0	1
O=C(Nc1cccc2ncccc12)C(c1ccccc1)c1ccccc1	2	-1	-3	-6	-6	7	-7	-0.7	7	8
CC1CCN(C(=O)c2[nH]cnc2C(=O)Nc2ccccc2)CC1	2	-3	3	-4	-17	4	1	-0.4	-2	3
O=C1CN(S(=O)(=O)c2cccc(C(=O)O)c2)c2ccccc2N1	4	0	3	9	-2	1	0	0.6	-7	-7
COCc1ccc(C(=O)Nc2ccc(C(=O)O)cc2)o1	-10	3	5	-12	3	-4	-1	1.4	4	-19
COc1nc(-c2ccc(C)cc2)ccc1-c1noc(-c2ccco2)n1	-21	3	-2	-8	-22	-4	0	0.6	-1	9
O=C(CN(C(=O)CNS(=O)(=O)c1ccc(F)cc1)C1CCCC1)NCc1ccco1	0	-2	1	7	-2	-2	-3	-2.0	1	3
Cc1ccc(C(=O)OCC(=O)N2CCOCC2)cc1	7	0	3	-6	0	-4	1	1.1	-3	2
Cc1ccc(OCC(=O)N(C)CC(=O)Nc2cccc(F)c2)cc1	5	1	-2	-1	-5	8	0	3.1	0	2
CC(C)C[C@@H]1COc2cccc(N3CCCC3)c2S(=O)(=O)N1	3	-1	1	2	.	1	-6	-0.7	0	9
COc1ccc(CCNC(=O)/C(=C/c2cccnc2)NC(=O)c2ccccc2)cc1	2	5	0	-2	2	5	0	-2.4	3	-4
CCn1cc(C(=O)OCC(=O)Nc2cc(S(=O)(=O)N(C)C)ccc2C)c(=O)c2ccc(C)nc21	-3	-1	0	-3	5	-8	-6	-0.9	4	-6
Cc1ccc(-c2c[n+](Cc3cccc(Cl)c3)c3n2CCC3)cc1	-4	2	-11	4	4	-4	-1	-0.9	2	0
CC1(C)c2ssc(=S)c2-c2ccccc2N1C(=O)CSC1=NCCS1	5	1	6	-1	8	-2	9	1.5	-2	15
C[C@H]1C=CC(=O)O[C@H]1c1ccccc1	9	-1	2	0	-2	-5	2	-2.5	3	-4
CC(Cc1ccco1)NC(=O)c1cccc(S(=O)(=O)N(C)C)c1 (stereo unspecified)	8	4	0	-3	-5	-1	2	-2.7	2	5
c1ccc(Nc2ccccc2)cc1	3	-1	1	5	2	6	1	-0.1	-1	9
COC(=O)[C@]1(C)CCC[C@@]2(C)C3CC[C@@]4(C)C[C@]3(CCC21)CC(=O)N4C (stereo partly specified)	-2	-7	0	2	0	3	-3	-1.1	2	-4
COc1ccc(C(C)(C)C)cc1NC(=O)CN1C(=O)C(=O)N(Cc2ccco2)C1=O	5	7	4	0	-3	1	-5	0.1	-3	0
O=C(c1cnn2c1NC(c1ccco1)CC2C(F)(F)F)N1CCN(c2cccc(Cl)c2)CC1 (stereo unspecified)	0	-6	-1	-1	-8	-5	-2	-2.7	-1	0
Nc1ncncc1-c1ccc(Cl)cc1	-2	-2	4	-2	2	0	-2	-0.3	-1	7
CCOc1ccc(-c2cnc3n2CCC3)cc1	2	-3	0	0	2	-4	-5	1.8	3	-1
O=C(Nc1ccccc1)c1c2c(nc3ccccc13)CCCC2	-6	-1	3	2	-4	-10	-4	0.5	-10	-5
CCCNC(=O)C1CCC(CNS(=O)(=O)c2ccc3c(c2)N(C(C)=O)CCO3)CC1 (stereo unspecified)	3	-3	-1	0	2	4	-1	0.0	-7	-11
Cc1ccc(NC(=O)COC(=O)/C=C/c2cccc(Cl)c2)cc1S(=O)(=O)N1CCOCC1	-42	6	-1	-34	-37	2	4	-1.4	1	-4
CC1(C)CC(NC(=O)c2ccc(Cl)cc2)CC(C)(C)N1	-15	-3	-1	0	3	-3	6	0.7	0	0
COc1ccc(CC(NC(C)=O)C(=O)NC2CCN(C(=O)c3cnccn3)CC2)cc1 (stereo unspecified)	0	2	1	0	8	0	-4	0.0	3	-9
Cc1ccc(S(=O)(=O)N(C)Cc2ccc(-c3nnco3)cc2)cc1	5	-6	-2	-5	-6	1	-2	-0.5	2	5
COc1ccccc1C(=O)N1CC(=O)Nc2ccc(F)cc2C1c1ccccc1 (stereo unspecified)	-6	-4	-1	-3	-5	-2	-9	-2.1	6	-28
O=C(CCNC(=O)c1ccc([N+](=O)[O-])cc1)NCCC1=CCCCC1	-3	-6	4	-4	1	-3	2	0.3	-4	-4
COCCNC(=S)N(CCc1c(C)[nH]c2ccc(F)cc12)Cc1ccc(C)cc1	9	2	2	-7	-42	-6	-4	0.8	-6	-7
N/C(Cn1cncn1)=N\NC(=O)C(=O)Nc1cccc(C(F)(F)F)c1	-4	-1	-4	3	0	1	-1	-1.1	-1	6
O=C(NCCCN1CCCC1=O)c1cc2nc(-c3ccco3)cc(C(F)(F)F)n2n1	1	-2	1	2	4	-3	5	-1.1	20*	-7
CN(C)CCNC(=S)Nc1ccc(Cl)cc1	3	-2	-1	2	0	4	-4	-2.7	-2	-3
C=CCOc1ccc(C(=O)n2cc(C(=O)OC)c3ccccc32)cc1	-1	0	1	3	-3	-6	2	0.2	2	13
O=C(O)CN(c1ccc2c(c1)OCCO2)S(=O)(=O)c1ccccc1	-1	1	0	5	6	-4	-6	1.6	1	-6
Cc1ccc2nc(-c3ccccc3Cl)cc(C(=O)Nc3cc(C)on3)c2c1	-5	1	1	-10	-58	-3	1	-2.5	0	-5
COc1ccccc1Nc1nnc(C)c(=O)[nH]1	-8	0	3	-10	-1	-10	-1	2.4	1	-5
Cc1ccc(SCC(=O)OCC(=O)NCC2CCCCC2)cc1C	-6	-3	-3	-6	13	-4	-1	-1.6	3	-28
COc1ccc([N+](=O)[O-])cc1NC(=O)COC(=O)c1ccccc1O	5	1	-5	-1	1	9	2	-0.4	4	-4

Not all compounds are listed (hit frequency here may not be typical).
